Eya2 phos inh: inhibitors of human Eya2 phosphatase activity. O00167. recombinant Eya2, OMFP fluorescence dephosphorylation (OMFP is methylfluorescein phosphate). Potency, µM (top dose mostly 76.9 µM), for the others: at the highest dose activity, negative = inhibition, hits mostly inhibitors. 330,000 compounds, 0.006% hits. AID 488837; also: potency is read from the fitted curve at half-maximal effect; % is scaled to controls: 0 for no effect and ±100 for the full control effect
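Eya2 (0.2 uM) preincubated 10 min at ambient with compound, then OMFP substrate added at 50 uM; 10 min reaction in 50 mM HEPES pH 7.5, 50 mM NaCl, 5 uM MgCl2, 0.05% BSA, 1 mM DTT. Fluorescence read at Ex 485/Em 525 nm.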
TSG101-PTAP inh: blocks PTAP/TSG101 interaction to inhibit HIV-1 budding. Q99816. Fluorescence polarization, FITC-PTAP peptide / Tsg101 binding. Potency, µM (doses to about 115 µM), for the others: at the highest dose activity change, negative = inhibition, actives largely listed as inhibitors. 340,000 tested, under 10 active. AID 493005; active = well fitted inhibition curve with a large enough effect in the main read-out, with a control signal flat, not every such curve was filed as active; inconclusive = small, poorly fitted or top-dose-only effect, or effect the other way, or a change in a side signal; inactive = no such curve, though single readings can be large or run the other way; also: potency is read from the fitted curve at half-maximal effect; % of control where 0% means no effect
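Steps: Tsg101 binding domain dispensed (10 uM final), compounds pinned in DMSO, FITC-labeled PTAP-motif peptide added (50 nM final); after 20 min binding at room temperature, polarization measured.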
BCR signal inh: blocks chronic active B-cell receptor signaling; ABC-DLBCL IkBa-CBG/CBR reporter, luminescence ratio, 4 h; Potency, µM (top dose mostly 46.1 µM), without a hit: at the highest dose ratio change, negative = lower green/red ratio, usual class: inhibitors; 340,000 compounds, 0.05% hits; active = well fitted inhibition curve with a large enough effect in the signal ratio, with a control signal flat, not every such curve was filed as active; inconclusive = small, poorly fitted or top-dose-only effect, or effect the other way, or a change in a side signal; the % refers to the signal ratio;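 also: potency is read from the fitted curve at half-maximal effect; plate controls were basal doxycycline-induced cells for no effect and cells given 10 µM MG132 for full effect; MG132 reads +100%, hits lower the ratio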
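TMD8 human ABC-DLBCL cells with doxycycline-inducible IκBα–green luciferase fusion and unfused red luciferase, in 0.5% FBS medium; compounds up to 46 uM, 4 h at 37C. Green/red luminescence ratio, filter-overlap corrected, fitted to concentration-response curves.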
TSHR antagonist: antagonists of human thyroid stimulating hormone receptor; 330,000 compounds, 0.2% hits; activity change, negative = inhibition, % at 11.5 µM; P16473; AID 504810; TSHR-expressing cells, TSH-stimulated cAMP HTRF, 2 h; active compounds read low;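 active = activity change below a set negative limit, meaning inhibition stronger than a set level, cut at about -70% in these data; inconclusive = activity change between two set negative limits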; also: % is scaled to controls: 0 for no effect and ±100 for the full control effect
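Inhibition of cAMP made by TSHR-expressing cells under TSH stimulation (4nM final, EC80; 2 h, 37 deg C) is quantified with a one-step lysis HTRF kit, anti-cAMP cryptate versus cAMP-d2.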
uPA generation: cell surface uPA generation inhibition; cell surface uPA generation assay, qHTS; Potency, µM (highest dose often 38.3 µM), inactives show top-dose activity change, negative = inhibition, usual class: inhibitors; 330,000 compounds, 0.31% hits; active = well fitted inhibition curve with a large enough effect; inconclusive = small, poorly fitted or top-dose-only effect; inactive = no such curve, though single readings can be large or run the other way; tested in mouse RAW 264.7 cells; also: potency is read from the fitted curve at half-maximal effect; % is scaled to controls: 0 for no effect and ±100 for the full control effect; nearly all actives have a fitted effect of over 55% in size
Tb PFK block: T. brucei PFK enzyme inhibition | Potency, µM (titrated, usually from 57.5 µM), for the others: at the highest dose activity, negative = inhibition, actives largely listed as inhibitors | T. brucei PFK, ADP-Glo luminescence | AID 485367 | 330,000 compounds, 0.17% hits | O15648;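 also: potency is read from the fitted curve at half-maximal effect; 0% = uninhibited 1x PFK enzyme wells and -100% = no-enzyme wells; nearly all actives have a fitted effect of over 60% in size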
Target sequence (O15648 whole entry, looked up): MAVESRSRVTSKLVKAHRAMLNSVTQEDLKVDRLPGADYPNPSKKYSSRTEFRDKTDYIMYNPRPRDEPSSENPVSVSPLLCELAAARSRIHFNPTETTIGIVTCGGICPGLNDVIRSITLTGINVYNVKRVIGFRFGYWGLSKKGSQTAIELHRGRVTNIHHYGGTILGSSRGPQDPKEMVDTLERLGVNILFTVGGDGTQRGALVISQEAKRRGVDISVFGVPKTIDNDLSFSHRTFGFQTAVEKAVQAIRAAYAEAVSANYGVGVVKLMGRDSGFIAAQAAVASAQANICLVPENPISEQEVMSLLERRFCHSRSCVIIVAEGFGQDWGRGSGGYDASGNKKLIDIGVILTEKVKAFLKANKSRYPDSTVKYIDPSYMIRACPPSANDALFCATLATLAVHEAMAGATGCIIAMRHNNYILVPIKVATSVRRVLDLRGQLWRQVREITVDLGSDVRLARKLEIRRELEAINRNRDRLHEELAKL
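ADP-Glo luminescence quantified ADP after 45 min at room temperature, with 1.25 nM T. brucei PFK, 0.1 mM ATP and 0.5 mM fructose-6-phosphate in pH 8.0 TEA buffer. qHTS titrations up to 57 µM; curves classified by quality.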
USP2a block: USP2a (human) protease inhibition. O75604. USP2 core, Ub-CHOP2 coupled fluorogenic reporter, 485/531. Potency, µM (top dose mostly 38.3 µM), for inactives: at the highest dose activity change, negative = inhibition, actives largely listed as inhibitors. 330,000 compounds, 0.01% hits. AID 463254;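 also: potency is read from the fitted curve at half-maximal effect; plate controls were DMSO wells for no effect and full inhibition by NEM control for full effect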
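Deubiquitinase activity read as fluorescence (485/531 nm) after Ub-CHOP2 cleavage activates the enterokinase reporter on its substrate; USP2 core 10nM, Ub-CHOP2 and substrate 25nM each, 30min compound preincubation then 60min RT; data normalized to NEM, curves fitted.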
B2AR arrestin: recruits beta-arrestin to the human beta2-adrenergic receptor; Potency, µM (doses to about 46.1 µM), without a hit: at the top dose activation, usual class: activators; P07550; beta-arrestin recruitment to beta2AR, cell-based reporter; 330,000 compounds, 0.02% hits;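 also: potency is read from the fitted curve at half-maximal effect; 0% = DMSO controls and full agonism = EC100 isoproterenol or metaproterenol; nearly all actives have a fitted effect of over 65% in size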
Target sequence (P07550 whole entry, looked up): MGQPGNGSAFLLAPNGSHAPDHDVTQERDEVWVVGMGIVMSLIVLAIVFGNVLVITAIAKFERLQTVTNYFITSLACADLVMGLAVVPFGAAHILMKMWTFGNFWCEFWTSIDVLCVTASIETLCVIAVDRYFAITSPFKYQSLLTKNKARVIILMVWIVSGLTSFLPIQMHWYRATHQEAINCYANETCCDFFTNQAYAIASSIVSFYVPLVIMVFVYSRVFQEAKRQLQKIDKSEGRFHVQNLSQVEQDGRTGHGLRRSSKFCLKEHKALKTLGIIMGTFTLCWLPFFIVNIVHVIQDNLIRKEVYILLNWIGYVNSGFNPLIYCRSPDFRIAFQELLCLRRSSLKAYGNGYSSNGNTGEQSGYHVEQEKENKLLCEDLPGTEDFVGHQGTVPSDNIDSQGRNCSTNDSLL
Mito fusion yeast: inhibitors of mitochondrial division or activators of mitochondrial fusion. 320,000 compounds, 0.23% hits. AID 485298. S. cerevisiae fusion-defective mutant growth rescue, CellTiterGlo 48 h. Potency, µM (top dose mostly 46.1 µM), without a hit: at the highest dose growth rescue (activation), hits mostly activators;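 also: potency is read from the fitted curve at half-maximal effect; % of control where 0% means no effect; nearly all actives have a fitted effect of over 45% in size; temperature-sensitive fusion mutants such as fzo1-1 at 37 °C on non-fermentable ethanol glycerol medium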
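Luminescent cell viability in 1536-well qHTS format served as the measure of rescued growth in ts fusion-mutant S. cerevisiae cultured on non-fermentable YPEG for 48 hours at 37C.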
TCR activator: activates T cell receptor signaling | primary human leukocytes, anti-CD3, IL-2 HTRF, 48 h | Potency, µM (titrated, usually from 9.22 µM), for the others: top-dose activation of IL-2 secretion, actives largely listed as activators | 330,000 tested, under 10 active | AID 504894; also: % of control where 0% means no effect
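Compounds are tested in HTS on primary human leukocytes co-incubated with a-CD3 beads for 48 hr. IL-2 output is measured by time-resolved FRET.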
ELG1 repair inh: inhibitors of ELG1-dependent DNA repair in HEK293T cells. AID 504467. 330,000 compounds, 2.3% hits. Potency, µM (titrated, usually from 46.1 µM), for inactives: at the highest dose activity change, negative = inhibition, most hits filed as inhibitors. HEK293T ELG1-luciferase reporter, luminescence, 16 h; DNA damage induced by 5-fluorouridine; also: potency is read from the fitted curve at half-maximal effect; % is scaled to controls: 0 for no effect and ±100 for the full control effect; nearly all actives have a fitted effect of over 55% in size
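Step one: seed 2,000 cells per well. Step two: pin-transfer compound or DMSO alongside 5-fluorouridine. Step three: incubate 16 hr, 37 °C, 5% CO2. Step four: add ONE-Glo, wait 30 min, read luminescence.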
* = called active by the depositor; ? = inconclusive; · = not tested or not shown; [ ] = remark or other dose. Unless noted, calls follow the shape of the dose curve; as a rule, active = well fitted curve in the direction sought with a large enough effect; inconclusive = small, poorly fitted or top-dose-only effect, or another doubt; inactive = no such curve, though single readings can be large; an effect the other way counts as inactive or inconclusive.

structure	Eya2 phos inh	TSG101-PTAP inh	BCR signal inh	TSHR antagonist	uPA generation	Tb PFK block	USP2a block	B2AR arrestin	Mito fusion yeast	TCR activator	ELG1 repair inh
O=C(CSc1ccc2nnc(-c3ccccn3)n2n1)N1CCOCC1	8%	1%	10%	1	0%	-9%	-2%	-0.1%	-2%	-3%	2%
CCN(CCCNC(=O)CN1C(=O)COc2ccc(S(=O)(=O)N3CCC(C)CC3)cc21)Cc1ccccc1	-22%	0%	?	10	-11%	-8%	1%	0.0%	-8%	15%	?
c1coc(CN(Cc2ccco2)c2ncnc3c2oc2ccccc23)c1	-3%	-8%	?	-28	-9%	-9%	1%	0.1%	14%	-5%[46.1 µM]	?
COc1ccccc1N1CCN(C2CCCN(C(=O)c3snnc3C)C2)CC1 (configuration not stated)	4%	0%	?	-4	7%	1%	4%	-0.2%	1%	-4%	7%
Cc1ccc(NC(=O)c2ccc(NCCN)c([N+](=O)[O-])c2)cc1Cl	1%	-4%	?	-1	-5%	-1%	1%	-1.1%	-18%	0%[46.1 µM]	?
Cc1nn(CC(=O)Nc2ccc3c(c2)OCCO3)c(C)c1[N+](=O)[O-]	-4%	-1%	-4%	4	0%	-2%	-5%	-0.5%	·	-268%	5%
COc1ccc(C(=O)N/C(=C/c2cccs2)C(=O)NC(C)(C)C)cc1OC	3%	-3%	0%	-4	2%	-5%	1%	-0.4%	-4%	-8%	-3%
Cc1cc(S(=O)(=O)N2CCOCC2)ccc1OCC(=O)NCCCn1ccnc1	-3%	-8%	-10%	-3	4%	-8%	1%	-0.6%	-2%	-1%	?
C[C@H](CO)N1C[C@H](C)[C@@H](CN(C)C(=O)Nc2ccc(C(F)(F)F)cc2)Oc2c(NS(=O)(=O)c3cn(C)cn3)cccc2C1=O	-4%	-4%	1%	1	9%	-2%	-2%	-0.1%	·	0%	16%
Cc1ccc(N(C(=O)c2ccc(S(=O)(=O)N3CCCC3)cc2)C2C=CS(=O)(=O)C2)cc1 (configuration not stated)	-6%	-2%	0%	-2	-3%	-8%	-2%	-0.7%	2%	2%	2%
CCOc1ccc(S(=O)(=O)NC(C)C(=O)NC2CCCC2)cc1 (configuration not stated)	-7%	-2%	-2%	-2	-3%	0%	-1%	-0.2%	-1%	-3%	-23%
COCCCn1c(=N)c(C(=O)NC2CCCCC2)cc2c(=O)n3ccccc3nc21	-1%	0%	3%	7	1%	-2%	-2%	0.4%	0%	-10%[46.1 µM]	3%
COc1ccc(-n2nnnc2-c2cn(C)nc2C(F)(F)F)cc1	7%	-2%	1%	5	0%	-1%	3%	0.0%	0%	8%	-7%
Cc1ccccc1C(=O)NNC(=S)NC(=O)c1cccnc1	2%	-2%	?	3	-18%	-4%	3%	-0.5%	0%	-4%[46.1 µM]	2%
O=S(=O)(c1ccc(F)cc1)N1CCN(CC(O)COc2ccccc2F)CC1 (configuration not stated)	14%	0%	?	9	2%	1%	1%	0.2%	5%	4%	?

structure	Eya2 phos inh	TSG101-PTAP inh	BCR signal inh	TSHR antagonist	uPA generation	Tb PFK block	USP2a block	B2AR arrestin	Mito fusion yeast	TCR activator	ELG1 repair inh
O=C(CCC(=O)n1ncc2ccccc21)NCc1ccccc1Cl	11%	0%	-17%	2	8%	-6%	0%	0.1%	-2%	-2%	?
Cc1cc(NC(=O)Nc2cccc(C)c2C)no1	4%	-3%	-3%	9	2%	-1%	3%	0.1%	-7%	5%	0%
CCOc1ccc(C(=O)Nc2cccc(C(=O)O)c2C)cc1Cl	-3%	-5%	?	15	0%	7%	-3%	-2.2%	-3%	1%[46.1 µM]	?
Cc1cccc(NCc2nc(-c3ccccc3)no2)c1	4%	-1%	6%	11	-3%	-6%	?	0.4%	4%	-2%	?
CCOC(=O)C1CCN(Cc2ccccn2)CC1	?	·	-4%	-13	·	-6%	-5%	0.2%	1%	·	1%
CC(=O)c1cccc(NC(=O)CCC(=O)c2ccc(F)cc2)c1	?	-1%	3%	4	2%	0%	-1%	0.3%	3%	-2%	12%
CC(C)/C(=N\NC(=O)Nc1ccccc1)c1ccccc1	-6%	-3%	?	37	·	3%	1%	0.3%	-1%	0%	9%
COc1ccc(N(CC(=O)NCc2ccccc2OC)S(=O)(=O)c2ccc(C)cc2)cc1Cl	2%	-4%	?	-7	-28%	-1%	2%	0.3%	5%	6%	?
C#CCNC(=O)C1=C[C@@H](c2ccc(C#C)cc2)[C@H](CCCO)[C@@H](OCC)O1	-9%	-8%	-2%	9	21%	0%	2%	0.5%	0%	-6%	14%
COC(=O)c1c(NC(=O)c2cccc(N3C(=O)CCC3=O)c2)sc2c1CCN(C(C)=O)C2	-6%	-7%	0%	7	1%	1%	4%	0.4%	-2%	-3%	-6%
Cc1cc(C)c(C(=O)COC(=O)CCNS(=O)(=O)c2c(Cl)cccc2Cl)cc1C	-3%	1%	?	5	5%	0%	4%	-0.2%	15%	-3%[46.1 µM]	-3%
Cc1nc(=O)c(-c2ccccc2)c(C)n1-c1ccc(O)cc1	20%	0%	-3%	-8	5%	2%	3%	0.1%	0%	·	1%
CCc1nnc(NC(=O)C2CCCN2C(=O)Nc2ccc(Cl)cc2)s1 (configuration not stated)	-1%	-8%	-1%	-17	-3%	-3%	0%	-0.4%	12%	3%	13%
COc1cccc(CNC(=O)c2ccncc2)c1	3%	0%	2%	4	4%	0%	-1%	0.3%	0%	-1%	18%
O=C(NCc1ccc(F)cc1)C1CC(=O)N(C2CCCCC2)C1 (configuration not stated)	-11%	-1%	8%	9	-2%	0%	4%	-0.3%	0%	-11%	12%

structure	Eya2 phos inh	TSG101-PTAP inh	BCR signal inh	TSHR antagonist	uPA generation	Tb PFK block	USP2a block	B2AR arrestin	Mito fusion yeast	TCR activator	ELG1 repair inh
O=C1c2ccccc2-c2nnc(-c3ccc(F)cc3)cc21	-18%	-4%	0%	8	-16%	-1%	1%	-0.1%	-3%	·	?
COc1ccc2oc(C(=O)NC(C)(C)C)c(C)c2c1	-3%	0%	18%	-20	1%	4%	0%	0.3%	4%	-2%	?
CC(C)(C)C1CCC(=NNc2nc3ccccc3[nH]2)CC1 (configuration not stated)	14%	0%	?	0	-3%	-3%	-1%	0.4%	8%	2%	-1%
N#C/C(=C/c1ccc(OCc2ccc(C(=O)O)cc2)cc1)C(=O)Nc1ccccc1	11%	-2%	?	-18	-5%	-1%	-2%	-0.9%	25%	-3%	9%
O=C(NCc1ccc(-c2nc3ccccc3s2)cc1)c1ccco1	-1%	-2%	?	12	-2%	-2%	-1%	0.9%	12%	1%[46.1 µM]	?
O=C(NC(Cc1ccccc1)C(=O)O)C1CCN(S(=O)(=O)c2cccc(C(F)(F)F)c2)CC1 (configuration not stated)	-1%	-3%	3%	2	-4%	0%	3%	-1.0%	3%	3%	22%
COc1ccc(S(=O)(=O)N2CCOCC2)cc1NC(=O)Cc1ccc2c(c1)OCCO2	-5%	-3%	6%	13	-2%	2%	-3%	-0.1%	0%	-4%	4%
O=C(O)CC(NC(=O)CCc1ccccc1)c1ccc(Cl)cc1 (configuration not stated)	12%	-3%	6%	-6	8%	1%	5%	3.3%	3%	0%	-5%
Cc1nn(S(=O)(=O)c2ccc(F)cc2)c(C)c1S(=O)(=O)N1CCOCC1	9%	-3%	-1%	?	1%	2%	1%	-0.7%	-3%	-16%	1%
Cc1ccccc1OCC(=O)N(Cc1ccc(N(C)C)cc1)C1CCS(=O)(=O)C1 (configuration not stated)	-2%	-12%	?	-8	0%	-5%	-1%	-0.1%	6%	-2%	0%

Screens (PubChem BioAssay)
